# PhoP inhibition: inhibitors of PhoP regulon expression, primary screen, Salmonella Typhimurium, GFP reporter (AID 1863) | S. Typhimurium PhoP-regulated promoter GFP reporter, 4 h; higher % means a stronger effect | inhibition, % at 50 µM; hits with a dose series show IC50 in µM | hit rate 0.16% among 300,000;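 active = inhibition over 29.93%, a cutoff 3 SD above the screen mean, later confirmed by dose response; inconclusive = inhibition over 29.93% but no dose response follow-up; inactive = inhibition at most 29.93% or unconfirmed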;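 also: 0% = low Mg2+ inducing control and 100% = high Mg2+ repressing control; strong numbers were not always called active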
# RSV CPE inhibition: RSV antiviral activity via CPE protection, HEp-2 cells, primary 10 µM value included (AID 2391) | one-dose CPE inhibition, % at 10 µM; IC50 in µM for titrated hits | HEp-2 cells, RSV-induced CPE inhibition; higher % means a stronger effect | hit rate 0.13% among 310,000; in the data active = a potency from the dose series; inconclusive = CPE inhibition mostly from about 23% at the one dose, without a potency; inactive = the rest, 99 in 100 with CPE inhibition below about 21%; also: strong numbers were not always called active
# GPR35 antagonists: GPR35 antagonists blocking zaprinast-driven arrestin recruitment, primary screen, imaging, U2OS, beta-arrestin-GFP, zaprinast agonist (AID 2058). G-protein coupled receptor 35 (Homo sapiens). U2OS GPR35 beta-arrestin-GFP translocation imaging, zaprinast antagonism; higher % means a stronger effect. inhibition, % at 10 µM, or IC50 in µM where a hit was titrated. hit rate 0.052% among 290,000;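 active = inhibition of at least 50% with at least 30 cells and total cytoplasm GFP at most 10,000,000; inconclusive = under 30 cells or total GFP of 10,000,000 plus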
# Rac1 GTP hydrolysis: MgcRacGAP GTPase-activating activity inhibitors, confirmation, biochemical, ADP Hunter fluorescence | MgcRacGAP-stimulated Rac1 GTP hydrolysis, ADP Hunter fluorescence; higher % means a stronger effect; GST-tagged Rac1 F28L mutant substrate | inhibition, % at 30 µM; hits with a dose series show IC50 in µM | hit rate 0.6% among 340,000 | AID 624330, 2012;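 active = first-screen hits whose inhibition reached a set limit at any dose in the follow-up dose series; inconclusive = inhibition above the set first-screen limit but never retested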;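 also: fluorescence reports GDP produced by GAP-driven GTP hydrolysis; strong numbers were not always called active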
# West Nile virus CPE: West Nile virus antiviral activity, cell-based, CPE readout (AID 1621) | West Nile virus-infected cells, CPE inhibition; higher % means a stronger effect | hit rate 0.02% among 290,000 | one-dose CPE inhibition, % at 10 µM; IC50 in µM for titrated hits; in the data active = a potency from the dose series; inconclusive = CPE inhibition mostly from about 3.7% at the one dose, without a potency; inactive = the rest, 99 in 100 with CPE inhibition below about 2.2%; also: strong numbers were not always called active
# ER stress rescue: rescue of cells from ER stress-induced death, primary screen, 384-well, CSM14.1, thapsigargin, ATP luminescence (AID 1222) | 190,000 tested, under 10 active | CSM14.1 thapsigargin-induced death rescue, ATP luminescence; higher % means a stronger effect | cellular ATP content (survival), % at 20 µM; hits with a dose series show EC50 in µM;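 active = EC50 below 50 µM in the dose-response confirmation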;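 also: death triggered by thapsigargin at about 15 µM added after 2 h compound pretreatment; cell ATP read after overnight thapsigargin exposure of roughly 18 to 22 hours; normalized against plate controls of thapsigargin alone and 5% DMSO vehicle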
# SV40 large T antigen: SV40 large T antigen inhibitors, biochemical (AID 1903) | hit rate 0.39% among 310,000 | SV40 large T antigen ATPase/helicase inhibition assay; higher % means a stronger effect | one-dose inhibition, % at 20 µM; IC50 in µM for titrated hits; in the data active = a potency from the dose series; inconclusive = inhibition mostly from about 32% at the one dose, without a potency; inactive = the rest, 99 in 100 with inhibition below about 32%; also: strong numbers were not always called active
# LYP inhibition: inhibitors of LYP phosphatase, biochemical, fluorescence intensity, uHTS (AID 1779); recombinant LYP phosphatase, fluorescence intensity; higher % means a stronger effect; Tyrosine-protein phosphatase non-receptor type 22 (Homo sapiens); inhibition, % at 11.5 µM; hits with a dose series show IC50 in µM; hit rate 0.054% among 290,000; in the data active = inhibition above about 50%;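 also: plate controls were vehicle with enzyme for no effect and no enzyme for full effect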
# Dengue-2 NS5 capping: Dengue-2 NS5 methyltransferase inhibitors, primary screen, biochemical, confirmation dose response (AID 588689); hit rate 0.3% among 340,000; Dengue-2 NS5 methyltransferase capping enzyme assay, biochemical; higher % means a stronger effect; Genome polyprotein (Dengue virus type 2 (strain 16681-PDK53)); inhibition, % at 25 µM, or IC50 in µM where a hit was titrated; in the data active = a potency from the dose series; inconclusive = inhibition above about 29% without an active follow-up result
# Dengue-2 NS5 capping pilot replicate: recorded beside Dengue-2 NS5 capping, whose call it bears; inhibition, %; measured here: pilot screen replicate inhibition
# The depositor's hits bear a star; ? = inconclusive; · = no result given. No enrichment for hits; 1.5% or so of the library scored in one or more.
SMILES,PhoP inhibition,RSV CPE inhibition,GPR35 antagonists,Rac1 GTP hydrolysis,West Nile virus CPE,ER stress rescue,SV40 large T antigen,LYP inhibition,Dengue-2 NS5 capping,others
COc1cc(OC)c(C(=O)OC(C)C(=O)Nc2cc(C(F)(F)F)ccc2Cl)cc1OC (centres undefined),-9%,11%,1%,8%,-1.6%,-1.5%,1%,0%,-5%,
COc1ccc(CNC(=O)C2CCCN(S(=O)(=O)c3ccc(F)cc3)C2)cc1 (centres undefined),3%,0.9%,-10%,6%,-0.4%,·,-11%,-3%,-6%,
COC(=O)c1ccc(C)c(N(CCO)CCO)c1,9%,1.6%,4%,5%,-0.1%,-1.0%,1%,-1%,-10%,
COc1ccc2nc(N3CCCCC3)c(C#N)cc2c1,-7%,2.4%,4%,10%,0.2%,-0.2%,14%,6%,24%,
CCOC(=O)C(=O)Nc1ccccc1C#N,-9%,0.5%,14%,5%,-0.2%,-3.4%,9%,-11%,-9%,
COc1ccc(-c2nnn(CC(=O)NCc3ccccc3)n2)cc1OC,3%,5.0%,6%,3%,-1.2%,10%,7%,-2%,-2%,
CCn1cc(C(=O)NCc2cccs2)c(=O)c2cc(S(=O)(=O)N3CCOCC3)ccc21,-2%,1.4%,10%,·,0.8%,·,22%,2%,·,
O=C(Nc1c(-c2ccc(F)cc2)nc2ccccn12)c1ccc(F)cc1,1%,1.0%,-12%,7%,-0.8%,·,24%,-6%,-2%,
CN1CCN(c2nc3ccccn3c(=O)c2C=O)CC1,-2%,-0.3%,-9%,10%,0.1%,·,6%,-4%,4%,
O=C(CCN1C(=O)c2ccc([N+](=O)[O-])cc2C1=O)Nc1ccc(O)cc1C(=O)O,-1%,-0.5%,-6%,6%,1.7%,-0.2%,9%,-6%,-2%,
CCOC(=O)C1=C(CC)OC(N)=C(C#N)C1c1ccc(OC)c(OC)c1OC (centres undefined),3%,2.5%,-6%,-9%,0.0%,-0.5%,2%,-1%,-15%,
CCOC(=O)C1=C(COC(=O)Cc2ccc(Br)cc2)NC(=O)NC1C (centres undefined),5%,1.1%,8%,3%,-0.3%,·,9%,-6%,-3%,
Cc1ccc(C(=O)Nc2cccc(C(=O)N3CCN(C)CC3)c2)cc1,-3%,·,24%,7%,-0.9%,-2.1%,0%,-11%,-7%,
CC(=O)Nc1ccc(OCC(O)CNC(C)C)cc1 (centres undefined),3%,1.0%,·,5%,·,·,19%,·,-3%,
COc1ccccc1OCC(=O)OCC(=O)NCCN1C(=O)CSC1=O,-5%,2.0%,-4%,1%,0.1%,-0.5%,3%,8%,-9%,Dengue-2 NS5 capping pilot replicate=-5.9
O=C(O)COc1ccc(Oc2ccccc2)cc1,-15%,0.9%,32%,15%,1.8%,-2.0%,5%,2%,-2%,
CC(C)Cc1nc(C(N)=O)c2[nH]c(=O)n(-c3ccc(F)cc3)c2n1,3%,-0.8%,13%,4%,·,-0.9%,0%,-4%,1%,
COc1cc2ncnc(NCc3ccc(Cl)cc3)c2cc1OC,-10%,1.7%,19%,8%,-0.8%,-1.5%,4%,-6%,-4%,
COc1ccc(OCC(=O)Nc2ccc3c(c2)nc(CN2CCCC2)n3C)cc1,7%,-0.8%,4%,11%,-0.1%,-1.1%,4%,-5%,-6%,
CN(CC(=O)Nc1ccccc1Br)C(=O)CCC1CCCC1,1%,2.4%,3%,9%,-0.6%,·,5%,-9%,0%,
O=C(CCCCCN1C(=O)c2ccccc2C1=O)Nc1ccccc1F,6%,1.3%,10%,6%,0.2%,·,3%,-2%,-6%,
N#Cc1nc(-c2ccco2)oc1N1CCOCC1,5%,2.6%,8%,3%,0.3%,0.1%,16%,-11%,-8%,
CCOC(=O)N1CCN(C(=O)CS(=O)(=O)Cc2nc(-c3ccccc3F)oc2C)CC1,-3%,2.3%,-8%,0%,-0.3%,·,3%,-13%,-5%,
COc1cc(NC(=O)CC(C)n2ccnc2)cc(OC)c1 (centres undefined),-2%,0.4%,-2%,-1%,-0.4%,·,16%,-8%,1%,
Cc1cc(C)n2nc(SCCC(=O)NCCc3ccccc3)nc2n1,-2%,-0.4%,11%,8%,0.6%,-0.2%,3%,-3%,-1%,
SMILES,PhoP inhibition,RSV CPE inhibition,GPR35 antagonists,Rac1 GTP hydrolysis,West Nile virus CPE,ER stress rescue,SV40 large T antigen,LYP inhibition,Dengue-2 NS5 capping,others
COc1ccc(/C=c2\s/c(=C\C(=O)C(C)(C)C)[nH]c2=O)cc1O,2%,7.3%,2%,16%,0.8%,·,25%,-4%,-3%,
O=C(O)c1ccc(N/N=C/c2ccc(-c3ccc(Br)cc3)o2)cc1,2%,9.6%,-11%,7%,1.3%,·,6%,-6%,-1%,
CCc1ccc(-c2cc(C)no2)cc1S(=O)(=O)NC(C)Cc1ccco1 (centres undefined),-10%,3.2%,-6%,5%,0.3%,·,13%,-7%,1%,
Cc1cc(C)cc(NC(=O)C(OC(=O)c2ccc([N+](=O)[O-])o2)c2ccccc2)c1 (centres undefined),3%,1.3%,-12%,7%,-0.6%,27%,17%,1%,-10%,
COc1ccc2cc(-c3[nH]ncc3CN3CCCC3c3nonc3C)ccc2c1 (centres undefined),-2%,-0.8%,-1%,7%,-0.2%,-1.3%,16%,0%,-9%,
N#CCN1CCN(CCC(=O)Nc2ccc(OCc3ccccc3)cc2)CC1,6%,-2.8%,-12%,9%,0.6%,5.2%,8%,-9%,-4%,
CC(C)C(=O)Nc1nc(-c2ccc(S(=O)(=O)N3CCOCC3)cc2)cs1,5%,0.4%,-16%,6%,-0.6%,·,-4%,-8%,-4%,
Cc1cc(/C=C2\SC(=O)N(C)C2=O)c(C)n1-c1ccc(O)cc1,-2%,?,-3%,16%,-1.3%,·,15%,1%,8%,
CN(c1ccccc1)S(=O)(=O)c1cccc(C(=O)OCC(=O)Nc2ccc3[nH]c(=O)[nH]c3c2)c1,-3%,0.1%,·,10%,·,·,9%,·,2%,
CCN(CC(=O)Nc1c(F)cccc1F)C(=O)CCc1c[nH]c2ccccc12,0%,-1.1%,2%,4%,1.1%,-0.7%,5%,-4%,-9%,
Cc1sc(NC(=O)c2ccccc2)c(C#N)c1-c1ccccc1,16%,2.8%,3%,5%,-0.9%,-2.1%,6%,-3%,0%,
CC(=O)c1cccc(-n2c(CCC(=O)O)ccc2-c2ccc(C)cc2)c1,13%,0.3%,0%,2%,0.9%,·,15%,0%,-1%,
CCOC(=O)C1=C(C)N(C2CCCCC2)C(=O)C1,0%,1.3%,-2%,8%,-0.1%,-0.9%,10%,1%,3%,
O=C(N/C(C(=O)N1CCOCC1)=C(\Sc1ncccn1)c1ccccc1)c1ccccc1,-11%,1.7%,11%,1%,0.7%,-1.5%,7%,-2%,-15%,
Cc1cc(C(=O)CSc2nnc(-c3ccccc3)n2Cc2ccc3c(c2)OCO3)c(C)n1C,9%,0.7%,8%,6%,-1.1%,1.7%,7%,-1%,2%,
Cc1ccccc1CNc1nnnn1C,-4%,1.7%,3%,2%,-0.1%,0.3%,6%,-6%,-2%,
COc1ccc(C(=O)CSc2n[nH]c(-c3ccncc3)n2)cc1[N+](=O)[O-],-7%,1.6%,16%,2%,-0.6%,0.7%,10%,-4%,-5%,
COc1ccc(NS(=O)(=O)c2cccc3cccnc23)cc1OC,7%,11%,7%,-4%,-1.1%,·,20%,-6%,-4%,
C/C(=N\NC(=O)c1cccc(Br)c1)c1cccc(NC(=O)c2ccc(C)o2)c1,-3%,6.5%,2%,0%,0.1%,-0.1%,1%,2%,-1%,
CN(C)CCNC(=S)Nc1cccc(Cl)c1,4%,-1.7%,8%,1%,0.8%,-1.6%,7%,-14%,-5%,Dengue-2 NS5 capping pilot replicate=0.3
Cc1cc(C)n2cc(CSC3=NCCS3)nc2n1,14%,-0.2%,-9%,5%,0.3%,-2.9%,10%,-14%,-8%,
C#CCSc1nc(-c2ccccc2)cc(C(F)(F)F)c1C#N,6%,0.5%,4%,7%,-0.1%,-2.7%,8%,-2%,2%,
COCCNc1nnc(SCC(=O)NNC(=O)c2ccccc2)s1,-5%,1.8%,3%,-5%,0.2%,0.9%,-2%,-2%,-11%,
Cc1ccc(C(=O)N2CCOCC2)cc1S(=O)(=O)N1CCCC1,2%,1.0%,8%,2%,0.1%,·,13%,-7%,-1%,
CCOc1ccc(NC(=O)CC2C(=O)N(c3ccccc3)C(=O)N2CCOC)cc1 (centres undefined),7%,3.0%,9%,-2%,-0.3%,0.1%,7%,-5%,-6%,
SMILES,PhoP inhibition,RSV CPE inhibition,GPR35 antagonists,Rac1 GTP hydrolysis,West Nile virus CPE,ER stress rescue,SV40 large T antigen,LYP inhibition,Dengue-2 NS5 capping,others
N/C(=N\OC(=O)c1ccccc1F)c1ccc([N+](=O)[O-])cc1,-2%,0.8%,13%,9%,0.7%,·,7%,-8%,-3%,
CCOC(=O)[C@@H]1[C@H]2COc3ccccc3[C@@H]2N2C(=O)N(c3ccc(Cl)cc3)C(=O)[C@]12C,·,-1.1%,14%,11%,-1.4%,·,0%,-6%,3%,
Nc1nc(-c2sc3nc4c(cc3c2N)CCCC4)nc(N2CCOCC2)n1,-10%,0.9%,0%,8%,0.1%,-1.4%,13%,2%,14%,
CC(=O)N1CCOc2ccc(S(=O)(=O)N3CCC(C(=O)NCc4ccc(C)cc4)CC3)cc21,-9%,3.5%,3%,8%,-0.1%,·,5%,-9%,-3%,
Cc1cc2oc(=O)cc(CN3CCCCC3C)c2cc1C(C)C (centres undefined),1%,4.4%,15%,3%,-0.6%,·,14%,-3%,-15%,
CCC(C)NC(=O)Cn1nc(C(F)(F)F)c2c1CCC2 (centres undefined),2%,0.3%,16%,-8%,-0.9%,0.2%,11%,-9%,-2%,
Cc1ccc(OCCSc2nnc(-c3ccncc3)n2C)cc1,14%,0.1%,-10%,7%,-1.0%,-0.2%,1%,-10%,1%,Dengue-2 NS5 capping pilot replicate=-2.7
Cc1ccc(CNC(=O)C2CCN(S(=O)(=O)c3cccs3)CC2)o1,2%,1.1%,-20%,7%,-0.2%,-1.4%,16%,-5%,-9%,
CC/C(=N\NC(=O)c1ccccc1Cl)c1ccc(Br)s1,-11%,0.6%,-1%,4%,-0.6%,-0.7%,6%,-2%,-1%,
O=C(c1ccc(Cl)c(S(=O)(=O)N2CCCCCC2)c1)N1CCCC(C(F)(F)F)C1 (centres undefined),-3%,9.8%,·,2%,·,·,4%,·,-5%,
O=C(c1cc2cc(Br)cc(Br)c2oc1=O)N1CCOCC1,4%,2.3%,15%,7%,0.5%,·,23%,-5%,3%,Dengue-2 NS5 capping pilot replicate=-1.8

# Assay outcomes (PubChem)
